NALP1 inh: NALP1 inflammasome inhibitors in reconstituted yeast, colorimetric, S. cerevisiae, triplicate retest; S. cerevisiae NALP1/ASC/caspase-1 growth, X-gal OD620, 72 h; inhibition, % at 10 µM; 280,000 compounds, 0.61% hits; AID 2071, 2009; in the data active = inhibition mostly above about 24%, no sharp cut-off; inactive = mostly below about 32%; also: some compounds called inactive have numbers as strong as hits
SUMO HTRF inh: inhibitors of in vitro SUMOylation cascade, primary screen, biochemical, HTRF, uHTS. SUMO-conjugating enzyme UBC9 (Homo sapiens), P63279. HTRF SUMOylation assay, SAE1/SAE2 + UBC9. 290,000 compounds, 0.36% hits. inhibition, % at 35 µM; in the data active = inhibition above about 50%, passing the limit was not always enough; also: strong numbers were not always called active
Target sequence (P63279 whole entry, looked up): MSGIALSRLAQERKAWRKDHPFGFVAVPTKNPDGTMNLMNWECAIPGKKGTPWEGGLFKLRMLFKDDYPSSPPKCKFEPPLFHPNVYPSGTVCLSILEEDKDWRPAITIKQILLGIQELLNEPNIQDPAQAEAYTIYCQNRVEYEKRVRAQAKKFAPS
MEKK2wt PB1 HTS: modulators of MEK5 binding to wildtype MEKK2, primary screen, biochemical, multiplex bead flow cytometry, Alexa488-MEK5. Mitogen-activated protein kinase kinase kinase 2 (Homo sapiens), Q9Y2U5. Alexa488-MEK5 binding to MEKK2 WT; actives lie on both sides. binding response (% of control), % at 10 µM. 290,000 compounds, 1.1% hits. AID 1531, 2009; in the data active = binding response below about 67% or above about 130%
VIM-2 inh: VIM-2 metallo-beta-lactamase inhibitors, primary screen, biochemical, epi-absorbance readout, Pseudomonas aeruginosa enzyme. 290,000 compounds, 0.89% hits. purified VIM-2, nitrocefin hydrolysis, epi-absorbance fluorescence. AID 1527, 2009. inhibition, % at 5.6 µM;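 active = inhibition above the mean of all tested compounds plus 3 SD, cutoff set per screening run, cut at about 7.5% in these data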;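 also: red hydrolysis product quenches plate fluorescence so inhibitors raise well fluorescence; 0% = enzyme with DMSO and 100% = DMSO without enzyme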
PfM18AAP inh: PfM18AAP inhibitors, malaria aminopeptidase, primary screen, biochemical, QFRET, recombinant enzyme | M18 aspartyl aminopeptidase (Plasmodium falciparum 3D7) | H-Glu-NHMec fluorogenic cleavage | inhibition, % at 7.35 µM | 290,000 compounds, 1.2% hits;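 active = inhibition above the campaign mean inhibition over all tested compounds plus 3 SD, cut at about 28% in these data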;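 also: 0% = plate median of test compound wells and 100% = 2 mM ZnCl2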
NS3 helicase inh: inhibitors of HCV NS3 helicase, primary screen, biochemical, Cy5 molecular beacon fluorescence; inhibition, % at 10.9 µM; 290,000 compounds, 0.56% hits; Hepatitis C virus NS3 helicase; NS3 helicase DNA unwinding;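 active = inhibition above the mean of all tested compounds plus 3 SD, set per campaign, cut at about 35% in these data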;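 also: 0% = DMSO wells and 100% = thioflavine S control wells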
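test system = hepatitis C virus NS3 helicase domain fragment enzyme | reagent = annealed dual-labelled DNA beacon duplex, ATP-started | times = 1 h at 25 °C | detection = Cy5 fluorescence, 0 and 60 min reads | read-out basis = percent inhibition from t60/t0 fluorescence ratio | control set = DMSO and thioflavine S | replication = one well per compound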
IMP-1 inh: IMP-1 metallo-beta-lactamase inhibitors, primary screen, biochemical, epi-absorbance readout, Pseudomonas aeruginosa enzyme; metallo-beta-lactamase IMP-1 (Pseudomonas aeruginosa); purified IMP-1, nitrocefin hydrolysis, epi-absorbance fluorescence; inhibition, % at 5.6 µM; 290,000 compounds, 0.45% hits; AID 1556, 2009;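 active = inhibition above the mean plus 3 SD of all compounds in the same screening run, cut at about 4.5% in these data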;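 also: 0% = IMP-1 with DMSO and 100% = DMSO wells lacking enzyme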
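System: purified IMP-1 / Input: IMP-1 dispensed at 0.2 nM / Medium: 50 mM HEPES pH 7.1, 50 µM ZnSO4, 0.05% Brij 35 / Timing: 15 min enzyme–compound preincubation, then 25 min nitrocefin reaction, 25 °C / Technique: plate fluorescence quenching by hydrolysis product, ex 480/em 530 nm / Repeats: singlicate testing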
DNA FID counter: compounds displacing fluorescent DNA intercalator, primary screen, artefact control for HCV NS3 helicase inhibitor project, biochemical, FID fluorescence; DNA fluorescent intercalator displacement; inhibition, % at 7.9 µM; 290,000 compounds, 0.17% hits; AID 1845, 2009; in the data active = inhibition above about 37%;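 also: 0% = vehicle and 100% = reference compound; higher means more ethidium bromide displaced from hairpin DNA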
MEKK2 mut-MEK5: MEK5 binding signal on mutant MEKK2 PB1, primary screen, biochemical, multiplex bead flow cytometry, Alexa488-MEK5 | Alexa488-MEK5 binding to MEKK2 mutant | percent response, % at 10 µM | 290,000 compounds, 0.35% hits | AID 1530, 2009; in the data active = percent response above about 24%, passing the limit was not always enough; also: inactives centre near 1; some results filed as inactive read as strong as hits
Starred values were filed as active, the others as inactive; / = no result given.

Molecule | NALP1 inh | SUMO HTRF inh | MEKK2wt PB1 HTS | VIM-2 inh | PfM18AAP inh | NS3 helicase inh | IMP-1 inh | DNA FID counter | MEKK2 mut-MEK5
Cc1cccc(-c2nc(CS(=O)CC(=O)NC3CCCCC3)c(C)o2)c1 (centres undefined) | -6 | 6 | 102 | -1.6 | -2 | -4 | -2.5 | -46 | 3
O=C(Nc1cccc(C(=O)O)c1)/C(=C/c1ccc2c(c1)OCO2)NC(=O)c1cccc(Br)c1 | 7 | 4 | 101 | -3.2 | 6 | 27 | -2.0 | -18 | -7
Cc1csc(SCC(=O)Nc2cccc(S(=O)(=O)N3CCOCC3)c2)n1 | -11 | -14 | 92 | -1.9 | 1 | -1 | -2.5 | -17 | -1
O=S(=O)(c1ccc(F)cc1)n1ccc2cccnc21 | -1 | 1 | 101 | 0.0 | -2 | 8 | -1.0 | 0 | 0
Cc1[nH]c(C)c(S(=O)(=O)N2CCN(c3ccccc3F)CC2)c1C(=O)N1CCCC1 | 2 | 2 | 98 | -2.0 | 2 | 1 | -2.0 | -26 | 5
CCCC(=O)Nc1ccc(S(=O)(=O)N2CCCC2)cc1 | 16 | 11 | 91 | -1.8 | 3 | -2 | -0.3 | -7 | -3
CCOC(=O)c1ccc2c(c1)nc(COc1ccc3ccccc3c1)n2CC | -2 | -24 | 98 | -4.0 | -3 | -5 | -3.9 | -8 | -7
COc1ccccc1NC(=S)N1CCOCC1 | 27 | 27 | 99 | -1.5 | 2 | -11 | -4.3 | 1 | 0
COc1cc(C)c(Cl)cc1S(=O)(=O)NCCCN1CCOCC1 | -4 | 16 | 99 | 0.4 | -9 | -6 | -2.5 | 0 | -10
CCOP(=O)(OCC)c1nc(-c2cccc3ccccc23)oc1NCc1ccc(OC)cc1 | 9 | -7 | 87 | -2.2 | 4 | -25 | -2.0 | -29 | -11
COc1cccc(COC(=O)C2CC(=O)N(Cc3ccco3)C2)c1OC (centres undefined) | 21 | -8 | 103 | 0.7 | 7 | 20 | -0.1 | -26 | 0
COc1cccc(CNC(=O)CSc2nc3ccc(C)cc3[nH]2)c1 | 8 | 22 | 104 | -2.8 | 5 | 1 | -2.9 | -16 | 2
CCOc1ccccc1N(C)S(=O)(=O)c1ccc2c(c1)CC(C)N2C(=O)C1CC1 (centres undefined) | 0 | / | 99 | -6.9 | 5 | -8 | -5.2 | -42 | 4
CC(=O)NCCc1ccc(S(=O)(=O)Nc2cccnc2)cc1 | 27 | -6 | 101 | -0.9 | -12 | 7 | -2.1 | -1 | 5
CC(C)Oc1cccc(C(=O)C2CCCN(Cc3cccn3-c3ccccn3)C2)c1 (centres undefined) | 1 | 8 | 174* | -0.7 | -3 | -24 | 1.6 | 9 | 35
CCOC(=O)C(C)n1cnc2c1c(=O)[nH]c(=O)n2C (centres undefined) | 25 | -14 | 99 | -0.1 | 7 | 7 | -1.3 | 2 | 3
O=C(CCCn1c(=O)oc2ccccc21)N1CCN(c2ccc(F)cc2)CC1 | / | 15 | 98 | -1.0 | 2 | 4 | -2.2 | -25 | -4
O=S(=O)(c1cccc2nsnc12)N1CCN(Cc2ccccc2)CC1 | 15 | 9 | 107 | -1.0 | -7 | -7 | -0.5 | -8 | 2
C=CCc1cccc2cc(C(=O)Nc3ccc(S(=O)(=O)Nc4nnc(CC)s4)cc3)c(=O)oc12 | 23 | 22 | 102 | -1.9 | -1 | 22 | -1.9 | -8 | 15
Cn1c(=O)[nH]c(=O)c2c1nc(NCCCn1ccnc1)n2Cc1ccc(F)cc1 | 15 | 16 | 118 | 1.9 | -5 | 7 | -4.1 | 2 | 7
N#CCN1CCC2(O)CCCCC2C1c1ccc2c(c1)OCO2 (centres undefined) | 1 | 2 | 100 | -1.7 | -3 | 0 | -3.0 | -7 | 0
Cc1ncsc1CCC(=O)N1CCCC(C(=O)c2ccc3c(c2)OCO3)C1 (centres undefined) | 6 | 25 | / | 0.1 | -5 | 5 | -3.5 | -15 | /
Cc1cc(SCc2cc(=O)n3ccsc3n2)nc2ccccc12 | / | -5 | 100 | -2.0 | 1 | 5 | -2.8 | -16 | -1
CNC(=O)NC1CCCc2ccccc21 (centres undefined) | 6 | 2 | 97 | -3.2 | -4 | 4 | -3.8 | -4 | -1
Cc1nn(C)c(C(=O)N/N=C/c2ccccc2)c1[N+](=O)[O-] | 18 | 1 | 109 | 0.3 | 0 | 10 | -2.2 | 1 | 5

Some of the entries above, reformatted.
O=C(Nc1cccc(C(=O)O)c1)/C(=C/c1ccc2c(c1)OCO2)NC(=O)c1cccc(Br)c1
  NALP1 inh: 7; SUMO HTRF inh: 4; MEKK2wt PB1 HTS: 101; VIM-2 inh: -3.2; PfM18AAP inh: 6; NS3 helicase inh: 27; IMP-1 inh: -2.0; DNA FID counter: -18; MEKK2 mut-MEK5: -7
Cc1cc(SCc2cc(=O)n3ccsc3n2)nc2ccccc12
  NALP1 inh: /; SUMO HTRF inh: -5; MEKK2wt PB1 HTS: 100; VIM-2 inh: -2.0; PfM18AAP inh: 1; NS3 helicase inh: 5; IMP-1 inh: -2.8; DNA FID counter: -16; MEKK2 mut-MEK5: -1

(continued)
Molecule | NALP1 inh | SUMO HTRF inh | MEKK2wt PB1 HTS | VIM-2 inh | PfM18AAP inh | NS3 helicase inh | IMP-1 inh | DNA FID counter | MEKK2 mut-MEK5
CCc1occc(=O)c1Oc1cc(NN2CCCCC2)c([N+](=O)[O-])cc1[N+](=O)[O-] | 6 | 12 | 99 | -1.5 | 1 | -14 | -4.1 | -22 | 2
COC(=O)c1ccc2c(c1)S(=O)(=O)NC(=NCc1ccco1)S2 | 14 | -9 | 104 | -2.8 | -44 | 2 | -4.2 | 0 | 2
O=C(Cn1nc(-c2ccccc2)ccc1=O)NCc1ccc(F)cc1 | 7 | 8 | 103 | -2.5 | 9 | 17 | -2.6 | -20 | 6
COc1ccc(OC)c(NC(=O)N2CCCc3ccccc32)c1 | 11 | -11 | 100 | -1.0 | 3 | 4 | 0.2 | -23 | -2
Cc1ccc(CNC(=O)C2CCC(=O)N2Cc2ccc(F)cc2)cc1 (centres undefined) | 12 | -15 | 100 | -1.6 | -2 | 7 | -3.4 | -8 | 1
CC(C)C[C@H](NC(=O)[C@@H](Cc1ccccc1)n1c(=O)[nH]c2ccccc2c1=O)C(=O)N[C@@H](Cc1ccccc1)C(=O)O | -8 | 1 | 107 | -2.5 | 6 | 3 | -3.5 | -33 | 6
CSc1ccccc1C(=O)Nc1ccccc1C(=O)NC(C)C | 8 | -10 | 102 | -2.5 | 0 | 2 | -1.6 | -5 | 1
CCOc1ccc(OCCCCNC(C)(C)C)cc1 | 0 | 2 | 103 | 0.3 | 2 | 0 | -6.3 | 7 | -1
CC(NC(=O)CNC(=O)C1O[C@@H]2OC(C)(C)O[C@@H]2[C@H]2OC(C)(C)O[C@@H]12)C(=O)O (some centres undefined) | 4 | 13 | 99 | 2.1 | 14 | -9 | 1.1 | 2 | -6
O=C(Nc1ccc(S(=O)(=O)Nc2nccs2)cc1)/C(=C/c1ccccc1Cl)NC(=O)c1ccccc1 | 21 | 33 | 91 | 0.1 | 4 | 18 | -3.6 | -18 | -2
CCOC(=O)N/N=C\c1ccccc1OC/C=C/c1ccccc1 | 3 | -1 | 99 | -3.5 | 0 | -7 | -4.7 | -38 | -1
Cc1onc(-c2ccccc2)c1CNS(=O)(=O)c1cccc(Cl)c1 | 17 | 3 | 91 | -2.5 | -2 | -1 | -3.7 | -12 | -14
CN(C)S(=O)(=O)c1ccc(=S)[nH]c1 | -5 | 14 | 106 | -2.1 | -8 | 11 | -2.2 | 1 | 3
COc1ccc(C2/C=C\CN(Cc3ccco3)CC(=O)N2Cc2ccc(F)cc2)cc1 (centres undefined) | -39 | 9 | 126 | / | / | / | / | / | 17
O=c1[nH]c(=O)c2nnc(N/N=C\c3ccc(O)cc3)nc2[nH]1 | 0 | 3 | 103 | -4.4 | 5 | 7 | -2.9 | 0 | 6
COc1ccc(OC)c(NC(=O)c2sc3nc(C)cc(C)c3c2N)c1 | 12 | 26 | 96 | -0.2 | -10 | -3 | -1.2 | -14 | 0
O=C(Nc1ccc([N+](=O)[O-])cc1)Nn1cnnc1 | 16 | 40 | 102 | -2.1 | 81* | 3 | -2.8 | -2 | 6
Cc1cc(C(=O)NCc2cccs2)no1 | 0 | -13 | 97 | -5.4 | -6 | 2 | -3.0 | 0 | -2
COc1cc(C(=O)Oc2cccc(/C=N/NC(=O)c3cccnc3)c2)cc(OC)c1OC | -4 | 4 | 103 | -3.5 | -2 | -11 | -2.5 | -37 | 3
CCC(=O)N1CCCc2cc(S(=O)(=O)N3CCN(c4ccccc4F)CC3)ccc21 | 17 | 4 | / | -3.6 | -16 | -17 | 2.9 | -31 | /
CC(C)CC(NC(=O)C1CCC(C)CC1)C(=O)N1CCN(c2ccccn2)CC1 (centres undefined) | 3 | 5 | 104 | 1.6 | 2 | 3 | -3.2 | -35 | 4
COC(=O)Cn1c(=NC(=O)c2ccc(S(=O)(=O)N3CCOCC3)cc2)sc2cc(S(N)(=O)=O)ccc21 | 9 | 16 | 103 | -1.4 | 15 | -12 | -1.2 | -32 | 6
CCOC(=O)C/C(=N\Nc1ncnc2ccccc12)c1ccccc1 | 29 | -5 | 96 | -2.8 | 9 | -9 | -1.2 | -30 | -11
Cc1ccc(S(=O)(=O)N(C)CC(=O)OCC(=O)NC(=O)Nc2ccc3c(c2)OCCO3)cc1 | 26 | -4 | 105 | -1.4 | 4 | 1 | -2.3 | -16 | 0
CCOc1ccc(NC(=O)CCC(=O)NNS(=O)(=O)c2ccccc2[N+](=O)[O-])cc1 | 4 | 3 | 91 | -2.4 | 3 | 3 | -1.0 | 6 | -10
COc1cc2c(cc1OC)C(c1ccc(Br)cc1)NC(=O)C2 (centres undefined) | 11 | -6 | 103 | -0.9 | 2 | -2 | -2.5 | -12 | 2
CCC(C(=O)NCc1ccco1)N(C(=O)CNS(=O)(=O)c1ccccc1)c1ccccc1C (centres undefined) | 0 | -9 | 104 | -2.0 | 1 | -3 | -3.9 | -25 | 1
CC1CCCC(C)N1C(=O)CNCc1ccc2c(c1)OCO2 (centres undefined) | 8 | 6 | 114 | -1.9 | -12 | -13 | -1.5 | -1 | 6
